# KB-3-1 tox: KB-3-1 parental cell cytotoxicity. Potency, µM (top dose mostly 46.1 µM), for inactives: top-dose activity change, negative = cytotoxic, actives largely listed as cytotoxic. KB-3-1 viability, CellTiter-Glo ATP luminescence, 72 h. AID 1347075. actives 1.4% (n = 400,000); further: potency means the concentration at half of the fitted maximal effect; on the % scale 0 is the no-effect control and ±100 the full control effect; nearly all actives have a fitted effect of over 60% in size
#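 Multi-concentration cytotoxicity screen in KB-3-1 cells grown in DMEM lacking phenol red with 10% FBS. After 72 h at 37 °C with compound, ATP-dependent luminescence was recorded.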
# ATXN2 expr inh: reduces ATXN2 reporter expression in HEK-293 cells. Potency, µM (doses to about 57 µM), inactives show at the highest dose activity change, negative = inhibition, most hits filed as inhibitors. actives 0.72% (n = 360,000). HEK-293 ATXN2-luciferase reporter, luminescence, 24 h; further: potency means the concentration at half of the fitted maximal effect; on the % scale 0 is the no-effect control and ±100 the full control effect; nearly all actives have a fitted effect of over 55% in size
#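 ATXN2-luciferase reporter cells (luciferase flanked by upstream and downstream ATXN2 gene portions) were treated 24 h at 37 °C with compounds at up to 57 uM. SteadyGlo luminescence gave expression; GF-AFC fluorescence gave viability.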
# ATXN viability: viability counter-screen for ATXN expression inhibitors | S2 cells (HEK-293 line with an ATXN2-luciferase reporter) viability, CellTiter-Fluor protease fluorescence, 24 h | Potency, µM (titrated, usually from 56.7 µM), most hits filed as cytotoxic | actives 0.49% (n = 400,000) | AID 651635; further: potency means the concentration at half of the fitted maximal effect; nearly all actives have a fitted effect of over 40% in size
# HepG2 tox: kills HepG2 cells in TGF-b inhibitor counter-screen; actives 0.76% (n = 410,000); HepG2 CAGA-GFP viability, ATP luminescence, 18 h; Potency, µM (doses to about 46.1 µM), without a hit: at the top dose activity change, negative = cytotoxicity, usual class: cytotoxic; further: potency means the concentration at half of the fitted maximal effect; some results filed as inactive show a strong effect at the top dose
#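 CellTiter-Glo luminescence gave cytotoxicity after 18 hours at 37 degrees C. The cells were HepG2 CAGA-GFP in 1% FBS DMEM, stimulated with 500 pg/mL TGF-beta after compound addition. %Activity was normalised to no-cell wells (complete cell-killing) and DMSO (no toxicity), and curves were fitted and classified.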
# HT1080 IDH1KD tx: HT-1080 IDH1 knockdown cell toxicity (counter line) | actives 2% (n = 360,000) | Potency, µM (top dose mostly 46.1 µM), for inactives: top-dose activity, negative = toxicity, hits mostly cytotoxic | HT-1080 IDH1 knockdown viability, ATP luminescence, 48 h | AID 686971;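 further: potency means the concentration at half of the fitted maximal effect; 0% = DMSO wells and -100% = cell-free medium wells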
#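 HT-1080-IDH1KD cells (IDH1 knocked down), 750/well in RPMI with 5% FBS, treated with compound 48 h at 37 degrees C. Viability by CellTiter-Glo luminescence, normalised to DMSO and no-cell wells; concentration-response curves classed.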
# SW480 rerep: induces DNA re-replication in SW480 colon adenocarcinoma cells; actives 1.8% (n = 340,000); Potency, µM (doses to about 46.1 µM), for inactives: top-dose re-replication activation, actives largely listed as activators; SW480 DNA re-replication, Hoechst DNA content imaging, 48 h; AID 624297; further: potency means the concentration at half of the fitted maximal effect; % of control where 0% means no effect; nearly all actives have a fitted effect of over 55% in size
#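 Treated cells incubate 48 hr (37 C, 5% CO2), are stained 40 min with Hoechst, and nuclear fluorescence is enumerated; a rise in nuclei with high DNA signal marks re-replication.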
# MCF10A rerep: inducers of DNA re-replication in MCF 10A breast cells | MCF 10A DNA re-replication, Hoechst nuclear intensity, 48 h | Potency, µM (doses to about 46.1 µM), without a hit: at the top dose activity, positive = re-replication, most hits filed as activators | actives 2.9% (n = 350,000) | AID 624296; further: potency means the concentration at half of the fitted maximal effect; % of control where 0% means no effect; nearly all actives have a fitted effect of over 50% in size
# IL-1B inflam inh: blocks inflammasome-driven IL-1 beta release | THP-1 LPS/ATP IL-1B secretion, AlphaLISA, 16 h; active compounds read low | activity change, % at 57.5 µM | actives 4.7% (n = 360,000); in the data active means activity change below about -50%; inconclusive means mostly about -30% to -49%; further: on the % scale 0 is the no-effect control and ±100 the full control effect
#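 Secreted IL-1B measured by AlphaLISA bead assay after 16 h compound exposure of THP-1 cells; compounds (final up to 57.5 uM) added 1 h before LPS (250 ng/mL) and ATP (1.25 mM) stimulation; lower signal means less secretion.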
# HT1080NT lethal: kills 2HG-producing HT-1080-NT fibrosarcoma cells. HT-1080-NT fibrosarcoma viability, CellTiter-Glo ATP luminescence, 48 h. Potency, µM (doses to about 46.1 µM), for the others: top-dose activity, negative = less viability, actives largely listed as cytotoxic. actives 1.6% (n = 360,000). AID 686970;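 further: NT is the 2HG producing partner of a matched IDH1 knockdown line; potency means the concentration at half of the fitted maximal effect; 0% = DMSO-treated cells and -100% = media-only wells without cells; nearly all actives have a fitted effect of over 55% in size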
#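 A 48-hour cytotoxicity screen used HT-1080-NT cells plated 2 hours before compound delivery. ATP-based CellTiter-Glo luminescence measured viability, normalized to DMSO and no-cell controls.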
# * = called active by the depositor; ? = inconclusive. Unless noted, the call rests on the fitted dose curve; in most records, active means well fitted curve in the direction sought with a large enough effect; inconclusive means small, poorly fitted or top-dose-only effect, or another doubt; inactive means no such curve, though single readings can be large; an effect the other way counts as inactive or inconclusive. This is a subset. The share of hits here may be higher or lower than overall.
SMILES,KB-3-1 tox,ATXN2 expr inh,ATXN viability,HepG2 tox,HT1080 IDH1KD tx,SW480 rerep,MCF10A rerep,IL-1B inflam inh,HT1080NT lethal
COc1cc2nc(N3CCN(C(=O)[C@H]4COc5ccccc5O4)CC3)nc(N)c2cc1OC,0.0%,-4.7%,?,-35.1%,-10.5%,-5.4%,6.3%,43.2,-13.0%

# Screening data from PubChem.
